Screening data deposited in PubChem by several laboratories.
phage Ecoli inh – E. coli growth loss with phage present | growth absorbance | inhibition, % at 11.9 µM | actives 0.26% (n = 360,000) | AID 651602; in the data active means inhibition above about 11%
Wnt act – activators of Wnt/beta-catenin signaling | Wnt/beta-catenin reporter cell assay, activator, plate reader | activation, % at 9.35 µM | actives 1.2% (n = 300,000); in the data active means activation above about 30%, passing the limit was not always enough;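 further: 0% = neutral control wells and 100% = positive control wells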
* hit, by the source's call; & = joins results of further samples.

Structure	phage Ecoli inh	Wnt act
COCCCN1C(=O)C(CC(=O)NCc2cccc3ccccc23)CC(C(=O)N2CCCCCC2)=C1C (stereo unspecified)	3.7	-2
CCN(CC)c1c(C)nc2ccc(C(=O)Nc3cc(-c4ccccc4)ccc3OC)cn12	2.6	-3
COc1ccc(NC(=O)C2Cc3c(-c4ccc5c(c4)OCO5)ccnc3O2)cc1OC (stereo unspecified)	1.8	-2
CCc1ccc(C(O)c2ncc(-c3ccccc3OC)[nH]2)cc1 (stereo unspecified)	2.8	-3
CCN(Cc1ccccc1)C(=O)Nc1c(Cl)cccc1Cl	2.1	-1
CC(C)NC(=O)N(C)C[C@H]1OCCCC[C@@H](C)Oc2ccc(N(C)C)cc2C(=O)N([C@H](C)CO)C[C@@H]1C	1.6	-3
Cc1ccc(C(O)c2ncc(-c3ccccc3F)[nH]2)cc1F (stereo unspecified)	3.3	-2
CCOc1cccc(-c2cc(NCCc3ccccn3)n3nccc3n2)c1	3.4	-7
Cc1onc(-c2ccccc2)c1C(=O)NN=Cc1cc(Cl)cc(Cl)c1O	11*	-7
CCOC(=O)C1=C(c2ccccc2)N=c2sc(=Cc3cc(OC)c(OC)c(OC)c3)c(=O)n2C1c1cccs1 (stereo unspecified)	2.5	-1
COCCNC(=O)C1(C)Cc2c(-c3cccc(NC(C)=O)c3)ccnc2O1 (stereo unspecified)	1.9	-1
O=C(C(=O)N1CCC(CNS(=O)(=O)c2ccccc2)CC1)c1cc2ccccc2o1	1.9	-1
CCC(=O)Nc1ccc2c(c1)OC[C@@H](C)N(Cc1cccc(F)c1)C[C@@H](C)[C@@H](OC)CN(C)C2=O	3.2	-2
CC(=O)N1C[C@H]2CON(C)[C@H]2C[C@H]1c1ccccc1	1.2	-2
CCOC(=O)N(C)[C@H]1C[C@H]2c3[nH]c4ccccc4c3CCN2C(=O)[C@H]1[C@H](C)O	-1.3	-1
CC(C)NC(=O)C1(C)CCN1C(=O)c1cccc(F)c1 (stereo unspecified)	2.7	0
CN(C)c1cccc(NC(=O)C2Cc3c(-c4cccnc4)ccnc3O2)c1 (stereo unspecified)	1.9	-3
Oc1cccnc1CN1CCCCC1	2.9	-2
O=C1NC[C@@H](CCCCN2C[C@H](Cc3ccccc3)N(CCC3CCCCC3)C(=O)C2=O)N(Cc2ccccc2)C1=O	-0.1	-5
CC1(C(=O)NS(=O)(=O)c2cccc(Cl)c2)CCN1C(=O)C1CCCCC1 (stereo unspecified)	0.6	-3
C=CCN1C(=O)[C@]2(OCCC=C[C@H]2C)c2cc(OC)ccc21	-1.1	-2
CCCCCCCCN1C(=O)[C@@H](CC(=O)NCc2ccccc2)C[C@@]2(C(=O)OC)C1=C[C@H](C1CCCC1)O[C@@H]2C	-1.0	-5
N#Cc1cccc(NC(=O)c2cc(C3CCCCN3C(=O)c3ccc4c(c3)CCO4)on2)c1 (stereo unspecified)	2.5	-1
OC(c1ccc(F)cc1)c1nc(-c2cccc(C(F)(F)F)c2)cs1 (stereo unspecified)	3.8	-4
CC1(C(=O)NS(=O)(=O)c2cccc(F)c2)CCN1C(=O)C1(c2ccc(Cl)cc2)CCC1 (stereo unspecified)	1.9	-2
CCCc1nc2ccc(C)cn2c1Cc1ccccc1C(F)(F)F	-0.2	-1
Cc1ccccc1S(=O)(=O)N1C(c2ccc(Cl)cc2)CC=C(C(=O)O)C1c1cccc(Cl)c1 (stereo unspecified)	3.8	-3
COc1cccc(C2NC(=S)N(Cc3ccccc3)C(C)=C2C(C)=O)c1 (stereo unspecified)	1.9	-2
C#CCNC(=O)C[C@H]1C[C@@]2(C(=O)OC)C(=C[C@H](COCc3ccccc3)O[C@@H]2C)N(CCC2=CCCCC2)C1=O	1.8	-3
CCS(=O)(=O)NC(=O)C1(C)CCN1C(=O)Cc1ccc(Cl)cc1Cl (stereo unspecified)	6.1	-1
COC(=O)C(C(=O)OC)c1ccccc1NS(=O)(=O)c1ccc(C)cc1	2.3	0
COCCNC(=O)C1CCCN(C(=O)COc2ccc(Cl)cc2Cl)CC1 (stereo unspecified)	0.1	-1
CCCCCCN1CCN(C2CN(Cc3cn(Cc4cc(C)cc(C)c4)nn3)S(=O)(=O)C2)CC1 (stereo unspecified)	0.6	9
COc1ccc(C(O)c2nc(-c3cccc4cccnc34)cs2)cc1 (stereo unspecified)	0.1	0
O=c1oc2cc(O)ccc2cc1-c1nc2ccccc2o1	3.4	4
CCOC(=O)C1=C(C)N=c2sc(=Cc3ccc(OCC(=O)O)cc3)c(=O)n2C1c1ccc(Cl)cc1 (stereo unspecified)	2.7	-1
Cc1ccc(F)c(S(=O)(=O)NC(=O)C2(C)CCN2C(=O)c2ccco2)c1 (stereo unspecified)	5.6	0
COc1ccc(O[C@H]2C=C[C@@H](c3ccccc3)O[C@@H]2CO/N=C(\C)CCN2CCCCc3nc(C)c(C)cc32)cc1	1.2	-1
Cc1ccccc1NC(=O)Nc1nc(C(N)Cc2ccccc2)cs1 (stereo unspecified)	2.4	1
Cc1ccc(S(=O)(=O)C[C@@H]2OC[C@H](C(C)C)N2S(=O)(=O)c2ccc(C)cc2)cc1	0.8	-2
CC1CCN(C(=O)c2ncn3c2C(=O)N[C@@H](C)C3)CC1	0.9	-1
N#Cc1cc2cc(Cl)ccc2[nH]c1=O	1.8	-2
COc1ccccc1C(=O)N1CCC2CCN(C(=O)OC(C)(C)C)C2C1 (stereo unspecified)	1.7	2
Cc1cc2nc(-c3ccccc3)c(CC3CCCCC3)n2c(C)c1Br	0.2	-4
COc1ccc(C(O)c2nc(-c3cncnc3)cs2)cc1 (stereo unspecified)	2.3	-2
CCNC(=O)C1CCCN(C(=O)c2cc(OC)c(OC)c(OC)c2)CC1 (stereo unspecified)	0.8	1
Cc1noc(C)c1-c1ccc(C(=O)NCc2cccc(Cl)c2)c2occc12	5.2	2
CC(=O)Nc1cc(-c2cccc(NS(C)(=O)=O)c2)cn2c(-c3ccccc3)cnc12	3.1	3

In the list so far, 2 have a CF3 group.
Structure	phage Ecoli inh	Wnt act
OC(c1ccc(F)cc1)c1nc(-c2cccc(C(F)(F)F)c2)cs1 (stereo unspecified)	3.8	-4
CCCc1nc2ccc(C)cn2c1Cc1ccccc1C(F)(F)F	-0.2	-1

New compounds follow:
Structure	phage Ecoli inh	Wnt act
CN1OC[C@@H]2CN(S(=O)(=O)c3ccccc3)[C@H](c3ccc(-n4ccnc4)cc3)C[C@@H]21	0.4	-1
CCOC(=O)[C@]12CCCC=C1N(Cc1ccc3c(c1)OCO3)C(=O)[C@H](CC(=O)NCc1cccc3ccccc13)C2	1.1	-4
CN1CCCC(C)(C(=O)Nc2ccc3scnc3c2)C1 (stereo unspecified)	2.0	0
COc1ccc(-c2cc(NC(C)=O)c3ncc(-c4ccccc4)n3c2)c(OC)c1	3.2	1
CC(Cl)=CCn1c(NCCc2ccccc2)nc2c1c(=O)n(C)c(=O)n2C	0.2	-8
CCc1nc2ccc(C(=O)NCCCN3CCCC3=O)cn2c1N(C)C(=O)C1CCCCC1	2.9	-1
CCCCN1CC(N2CCN(Cc3ccccc3)CC2)CS1(=O)=O (stereo unspecified)	-1.9	-2
CN(C(=O)c1cccc(NC(=O)Cc2ccc(NC(=O)C3CCCN(C(=O)c4ccccc4)C3)cc2)c1)C1CC1 (stereo unspecified)	-2.5	19
CC(C)=C[C@H]1C[C@H](C)[C@H]2CC[C@H](C)c3c(O)c(O[C@H]4OC[C@H](O)[C@@H](O)[C@@H]4O)c(C)c1c32	0.1	-2
COC(=O)C1=C(C)N(C)C(=NCc2ccccc2)NC1c1ccccc1 (stereo unspecified)	3.5	1
C=CCN1[C@H](C)[C@H](c2ccccc2)Oc2cc(Br)ccc2S1(=O)=O	1.7	-4
CC(C)Nc1ncnc2c1ncn2[C@H]1CN(Cc2ccc(F)cc2)C[C@@H](CO)O1	1.6	-2

7 structures out of the list, sorted by length of the SMILES, high to low:
Structure	phage Ecoli inh	Wnt act
CC(C)=C[C@H]1C[C@H](C)[C@H]2CC[C@H](C)c3c(O)c(O[C@H]4OC[C@H](O)[C@@H](O)[C@@H]4O)c(C)c1c32	0.1	-2
CN(C(=O)c1cccc(NC(=O)Cc2ccc(NC(=O)C3CCCN(C(=O)c4ccccc4)C3)cc2)c1)C1CC1 (stereo unspecified)	-2.5	19
CCc1nc2ccc(C(=O)NCCCN3CCCC3=O)cn2c1N(C)C(=O)C1CCCCC1	2.9	-1
C=CCN1[C@H](C)[C@H](c2ccccc2)Oc2cc(Br)ccc2S1(=O)=O	1.7	-4
CC(Cl)=CCn1c(NCCc2ccccc2)nc2c1c(=O)n(C)c(=O)n2C	0.2	-8
COC(=O)C1=C(C)N(C)C(=NCc2ccccc2)NC1c1ccccc1 (stereo unspecified)	3.5	1
CCCCN1CC(N2CCN(Cc3ccccc3)CC2)CS1(=O)=O (stereo unspecified)	-1.9	-2

(cont.)
Structure	phage Ecoli inh	Wnt act
COc1cc(CNc2ncnc3c2ncn3[C@H]2CN(Cc3ccccc3)C[C@@H](COC(C)=O)O2)cc(OC)c1OC	3.8	-3
CCC(c1nc2ccccc2[nH]1)N(Cc1cccnc1)C(=O)c1cc(-c2ccccc2)on1 (stereo unspecified)	4.0	-1
C[C@H](CO)N1C[C@H](C)[C@@H](CN(C)C(=O)Nc2ccc(C(C)(C)C)cc2)OCc2cn(nn2)CCCC1=O	1.5	-1
CCOC(=O)C1(C)CCN1C(=O)c1ccc(C(F)(F)F)cc1 (stereo unspecified)	2.9	6
CC(=O)Nc1cnc(/C=C\CCCO)cn1	2.6	-1
O=C(NC(c1ccccc1)c1cnccn1)C1CCN(Cc2ccc(Cl)c(Cl)c2)CC1 (stereo unspecified)	5.0	0
CC[C@@H]1Cc2[nH][nH]c(=O)c2[C@H](CC(C)C)O1	1.2	-2
CC(C)CNC(=O)C1(C)CCCCCN1C(=O)c1cc2ccccc2s1 (stereo unspecified)	1.9	0
CCc1nc2c(OCC=C(C)C)cccn2c1N(C)C(=O)c1ccccc1F	0.8	-4
Cc1c(C(=O)NCc2ccc(Cl)c(Cl)c2)sc(=O)n1Cc1ccccc1F	4.1	0
COc1ccc(C2CC=C(C(C)=O)CN2S(=O)(=O)c2ccc(Cl)cc2)cc1 (stereo unspecified)	2.9&2.4	-1&0
CN1CCN(c2ncnc3c2ncn3[C@H]2CN(C)C[C@@H](CO)O2)CC1	4.1	-1
Cc1cccc(C)c1Nc1cn[nH]c1	3.8	0
CN(C)Cc1ncccc1Oc1nc2cc(-c3cccc(Cl)c3)sc2c(=O)n1C	0.5	-3
COC(=O)C1=C(C)N(Cc2cccc(C(F)(F)F)c2)C(=NCc2ccccc2)NC1c1ccc(Cl)cc1 (stereo unspecified)	4.1	-31
C[C@@H]1CN(C(=O)OC(C)(C)C)CCN1c1ccc(N2CCS(=O)(=O)CC2)c(C#N)c1	1.6	-9
Cc1ccc(C(=O)N2CCC[C@@H]2C(=O)N2CCC[C@H]2C(=O)NCc2ccccc2)cc1C	-0.1	0
COc1cc2c(cc1OC)[C@](C)(c1ccccc1)C[C@@H]2NCC=C(C)C	3.5	0
O=C(Nc1nnc([C@H]2C[C@H](O)[C@@H](CO)O2)s1)C(c1ccccc1)c1ccccc1	2.8	-1
Cc1cccc(S(=O)(=O)N2C[C@@H](O)COC[C@@H]3O[C@H](CC(=O)NCCCN4CCOCC4)CC[C@H]32)c1	0.6	-3
COc1ccc(Cn2cc(CN3CCc4onc(-c5ccccc5OC)c4C3=O)nn2)cc1	2.8	3
OC(c1ccccc1)c1nc(-c2ccccc2)cs1 (stereo unspecified)	1.6	1
CCOc1ccc(CCN2C(=S)N([C@@H](CC(C)C)CN3CCC[C@@H]3CN3C(=S)NC[C@@H]3Cc3ccc(O)cc3)C[C@@H]2CC(C)C)cc1	3.9	-2
CCOC(=O)C1=CCN(S(=O)(=O)c2ccccc2C)C1c1cccc(F)c1 (stereo unspecified)	0.4	-2
CC1CCN(C(=O)c2[nH]c(C(F)(F)F)nc2-c2ccccc2)CC1	2.6	-2
CCc1nc2c(OCc3ccc(OC)cc3)cccn2c1N(C)C(=O)C(C)C	4.1	1
O=C(Nc1ccc2c(c1)OCO2)c1ccc2nc([C@@H]3O[C@H](CO)[C@H](O)[C@H](O)[C@H]3O)[nH]c2c1	0.3	-1
COC(=O)[C@@]1(Sc2ccc(C)cc2)CC(=O)N(C(=O)/C=C/c2ccccc2)[C@@H]1c1ccccc1	2.3	1
CCc1nc2ccc(C(=O)N3CCN(S(=O)(=O)CC)CC3)cn2c1N(C)Cc1cccs1	2.0	0
O=C(NCC[C@H]1CC[C@H](NS(=O)(=O)c2ccc(F)cc2)[C@@H](CO)O1)c1ccc2c(c1)OCO2	3.8	-2
COc1ccc(C=C(C(=O)c2ccccc2)c2ccccc2)cc1	2.7	-2
NC(CCc1ccccc1)c1csc(Nc2ccc(C(=O)NCCCO)cn2)n1 (stereo unspecified)	2.2	16
CC(C)(C)c1ccc(C#C[C@@H]2C=C[C@@H](O)[C@@H](COC(=O)Nc3ccccc3)O2)cc1	2.2	1
CCCCc1c(-c2ccc(F)cc2F)ncn1CCc1ccccc1OC	-0.9	-7
CCNC(=O)C1(C)CCCN(C(=O)c2cc3ccccc3s2)C1 (stereo unspecified)	2.5	-1
C=CCN=C1NC(c2cccc(F)c2)C(C(=O)OC)=C(C)N1Cc1ccccc1C(F)(F)F (stereo unspecified)	5.2	-3
CC(C)C[C@@H]1NC(=O)[C@@H]2CSCCS(=O)(=O)N2C1=O	0.9	1
Cc1cccc(CN2CCN(C3CN(Cc4ccc(F)cc4)S(=O)(=O)C3)CC2)c1 (stereo unspecified)	3.2	-2

A portion of the library. The share of hits here may be higher or lower than overall.
